Screens: PubChem, several laboratories
FXIa inh mix = blocks human factor XIa in pooled compound mixtures | 62,000 tested, 0.19% active | AID 680 | purified FXIa, fluorogenic substrate | P03951 | inhibition, % at 5 µM;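 note: each value is inhibition by a whole ten-compound pool holding the compound; 0% = enzyme with no mixture and 100% = wells lacking enzyme; strong numbers were not always called active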
Target sequence (P03951 19-387 limits assumed): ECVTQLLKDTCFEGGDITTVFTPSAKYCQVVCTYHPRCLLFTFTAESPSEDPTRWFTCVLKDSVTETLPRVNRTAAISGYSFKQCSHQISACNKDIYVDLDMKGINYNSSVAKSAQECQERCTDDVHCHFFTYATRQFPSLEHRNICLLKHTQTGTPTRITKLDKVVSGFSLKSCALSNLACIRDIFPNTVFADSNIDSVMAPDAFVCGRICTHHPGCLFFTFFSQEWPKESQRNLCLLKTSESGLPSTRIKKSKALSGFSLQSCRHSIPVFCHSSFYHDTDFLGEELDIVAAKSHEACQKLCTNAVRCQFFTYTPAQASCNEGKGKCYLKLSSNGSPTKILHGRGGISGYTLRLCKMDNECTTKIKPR
Target sequence (P03951 388-625 limits assumed): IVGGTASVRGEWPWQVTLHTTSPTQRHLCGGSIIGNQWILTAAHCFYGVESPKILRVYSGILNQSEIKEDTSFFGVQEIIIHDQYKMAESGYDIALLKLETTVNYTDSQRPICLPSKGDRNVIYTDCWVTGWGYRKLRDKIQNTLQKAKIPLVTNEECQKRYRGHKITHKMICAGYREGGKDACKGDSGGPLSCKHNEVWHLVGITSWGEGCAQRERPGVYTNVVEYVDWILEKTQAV
Abs 340nm = compounds absorbing at 340 nm; fold change at 10 µM; AID 708; 65,000 tested, under 10 active; compound absorbance at 340 nm, fold over control;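 active = at 10 µM dose, initial 340 nm absorbance at least 2 fold that of control wells; inactive = change under 2 fold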;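 note: initial absorbance extrapolated from kinetic A340 decline of NADH oxidation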
CatL inh = inhibitors of human cathepsin L. P07711. purified cathepsin L, fluorogenic substrate, fluorescence. inhibition, %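 (tested at 10 µM)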. 58,000 tested, 0.17% active; in the data active = inhibition above about 45%;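 note: 0% = enzyme with no compound and 100% = no enzyme blank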
FXIIa mix inh = blocks human factor XIIa in pooled compound mixtures; P00748; purified FXIIa, fluorogenic substrate; inhibition, % at 5 µM; 62,000 tested, 0.2% active; AID 684;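 note: 0% = enzyme without compound and 100% = no enzyme blank; some results filed as inactive read as strong as hits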
CatS block = human cathepsin S inhibition; P25774; recombinant cathepsin S, AMC dipeptide fluorescence, pooled mixtures; inhibition, %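 (tested at 5 µM per compound within 10-compound mixtures)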; 62,000 tested, 0.06% active; in the data active = inhibition above about 32%, passing the limit was not always enough;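 note: 0% = enzyme without compound and 100% = blank without enzyme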
Target sequence (P25774 115-331 limits assumed): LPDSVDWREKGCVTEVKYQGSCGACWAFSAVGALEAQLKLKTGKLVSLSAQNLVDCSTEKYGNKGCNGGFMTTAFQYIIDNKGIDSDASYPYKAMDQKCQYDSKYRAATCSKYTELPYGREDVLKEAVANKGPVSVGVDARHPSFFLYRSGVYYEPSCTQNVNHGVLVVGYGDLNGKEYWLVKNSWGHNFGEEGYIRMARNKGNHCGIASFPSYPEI
Cathepsin G inh = inhibitors of human cathepsin G. P08311. purified enzyme, AMC-tetrapeptide fluorescence, pooled mixtures. inhibition, % at 5 µM (by protocol). 62,000 tested, 0.2% active. AID 581;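 active = inhibition above 20% in each of the two mixture wells holding the compound; inactive = inhibition of 20% or less in either well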;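 note: 0% = enzyme control without mixture and 100% = blank lacking enzyme; strong numbers were not always called active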
Target sequence (P08311 21-244 limits assumed): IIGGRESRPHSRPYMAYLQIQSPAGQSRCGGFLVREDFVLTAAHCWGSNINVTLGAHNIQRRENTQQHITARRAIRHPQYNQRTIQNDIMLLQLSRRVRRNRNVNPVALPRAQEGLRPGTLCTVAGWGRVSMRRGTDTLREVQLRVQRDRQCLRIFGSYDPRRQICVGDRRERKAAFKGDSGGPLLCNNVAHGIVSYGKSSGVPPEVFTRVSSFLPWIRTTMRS
CatB mixtures = human cathepsin B inhibition by mixtures. Purified cathepsin B, AMC dipeptide fluorescence, compound mixtures. inhibition, %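 (ten-compound pools at 5 µM per compound and 50 µM total)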. 62,000 tested, 0.06% active; in the data active = inhibition above about 22%, passing the limit was not always enough;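 note: 0% = enzyme without compound and 100% = no enzyme blank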
C1s block = blocks human complement C1s protease activity; 62,000 tested, 0.16% active; AID 538; purified C1s, fluorogenic AMC substrate, pooled mixtures; mean inhibition % of two 10-compound mixtures (stronger effect = higher value), % at 5 µM (by protocol); P09871;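 active = inhibition above 20% in each of the two 10-compound mixture wells holding the compound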;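 note: 0% = enzyme wells lacking compound mixture and 100% = no-enzyme blank wells; some compounds called inactive have numbers as strong as hits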
CatB inh = human cathepsin B inhibition; P07858; purified cathepsin B, fluorogenic substrate, fluorescence; inhibition, %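 (tested at 10 µM)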; 63,000 tested, 0.1% active; AID 453; in the data active = inhibition above about 21%;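 note: 0% = enzyme with no compound and 100% = no enzyme blank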
* hit, by the source's call; nt = no result given. Cut-off read from the data, not from the text of the source, unless noted: active = inhibition above about 20% (passing the limit was not always enough); inactive = the rest.

Preview:
SMILES | FXIa inh mix | Abs 340nm | CatL inh | FXIIa mix inh | CatS block | Cathepsin G inh | CatB mixtures | C1s block | CatB inh
C/C=C/COC(=O)c1[nH]c2c(c1C)C(=O)CC(c1ccco1)C2 (stereo not given) | 5 | 1 | -3 | 9 | -5 | 12 | 3 | 8 | 6
COc1ccc(-c2nnc(SC(C)C(=O)Nc3nccs3)n2-c2ccccc2)cc1OC (stereo not given) | -4 | 0.99 | 2 | -21 | 28 | -4 | 0 | -13 | 2
CC(=O)c1ccc(OCC(O)CN2CCCC(C)C2)cc1 (stereo not given) | 9 | 1 | 22 | -1 | -1 | 8 | 3 | 14 | 2

This part in full (from the top)
SMILES | FXIa inh mix | Abs 340nm | CatL inh | FXIIa mix inh | CatS block | Cathepsin G inh | CatB mixtures | C1s block | CatB inh
C/C=C/COC(=O)c1[nH]c2c(c1C)C(=O)CC(c1ccco1)C2 (stereo not given) | 5 | 1 | -3 | 9 | -5 | 12 | 3 | 8 | 6
COc1ccc(-c2nnc(SC(C)C(=O)Nc3nccs3)n2-c2ccccc2)cc1OC (stereo not given) | -4 | 0.99 | 2 | -21 | 28 | -4 | 0 | -13 | 2
CC(=O)c1ccc(OCC(O)CN2CCCC(C)C2)cc1 (stereo not given) | 9 | 1 | 22 | -1 | -1 | 8 | 3 | 14 | 2
CCOC(=O)C1CCCN(C(=O)CC(C)c2ccccc2)C1 (stereo not given) | -2 | 1.1 | nt | 12 | 30 | 8 | 38 | -79 | 3
COc1ccc2[nH]c(=O)c(-c3noc(-c4ccc(F)cc4)n3)cc2c1 | 10 | 1 | -11 | 3 | -3 | 7 | 2 | 13 | -1
O=C(c1c(F)cccc1F)N1CCN(c2cccc(C(F)(F)F)c2)CC1 | -4 | 1 | -3 | 16 | -8 | 5 | 1 | -12 | 4
Nc1nc(-c2ccc(Cl)cc2Cl)cn1N | -3 | 1 | 14 | 0 | -10 | 6 | -3 | -9 | 0
O=C(Nc1cccc(Cl)c1)N(CCN1CCOCC1)Cc1cccc(Cl)c1 | -1 | 0.99 | -1 | -11 | -2 | -6 | 1 | -11 | -3
Cc1nn(-c2ccccc2)c(-c2ccccc2)c1C(=O)O | 3 | 1.1 | nt | 6 | 0 | 9 | -3 | 16 | 4
CCCN(CCC)S(=O)(=O)c1ccc(NS(C)(=O)=O)cc1 | 6 | 1 | 3 | 2 | -6 | -9 | 4 | -3 | 1
Cc1onc(-c2ccccc2Cl)c1C(=O)N1CCN(c2ccccc2)CC1 | 0 | 1 | -3 | 10 | -4 | 5 | 2 | -1 | 5
COC(=O)C1=C(N)Oc2cc(C)[nH]c(=O)c2C1c1ccncc1 (stereo not given) | 4 | 0.97 | 19 | 2 | 9 | 3 | 2 | -38 | -1
CCOC(=O)N1CCN(C(=O)CSc2nnc(-c3cccs3)o2)CC1 | 9 | 1 | nt | 0 | 6 | 2 | 1 | 1 | 0
O=C(Cn1c(=O)sc2ccccc21)NCc1ccccn1 | 1 | 0.98 | nt | 5 | -6 | 6 | 2 | 1 | 4
Nc1nncn1C(=O)CCCOc1ccc(Cl)cc1Cl | 1 | 1.1 | 12 | -3 | 6 | -9 | 1 | -21 | 5
Cc1cc(C(C)(C)C)cc(S(=O)(=O)NCC(=O)O)c1C | 1 | 1.1 | -1 | -4 | -6 | -2 | 4 | -1 | 3
COC(=O)c1ccc(C(=O)Nc2ccc(N)cc2N)cc1 | 23* | 1.1 | 36 | 5 | 10 | 8 | 5 | 14 | 3
O=C(Nc1ccc(F)cc1)c1cccc2c1C(=O)N(Cc1ccccn1)C2 | 3 | 0.97 | 12 | -2 | 7 | 12 | 4 | 11 | 0
CN(C)C=Nc1nonc1N | 11 | 0.98 | 1 | 3 | 17 | 7 | 7 | 4 | -3
Cc1cc(NC(=O)c2cnn3c(C(F)F)cc(-c4ccccc4)nc23)no1 | 3 | 1.1 | 13 | 14 | 0 | -4 | 1 | 2 | 1
CN(C)c1ccc(CN(C(=O)COc2ccccc2)C2CCS(=O)(=O)C2)cc1 (stereo not given) | 3 | 1 | 3 | 3 | 16 | -10 | 8 | -11 | 9
CNc1nc(C)nc(-n2nc(C)cc2C)n1 | 0 | 1 | 4 | 3 | 6 | 12 | 1 | -13 | 1
Cc1oc(C(C)(C)C)cc1C(=O)Nc1ccc2c(c1)OCCO2 | 5 | 1 | 20 | -1 | 4 | -4 | 5 | -20 | 1
Cn1c(N)c(C(=O)COC(=O)c2ccco2)c(=O)n(C)c1=O | 7 | 0.99 | 24 | 5 | -1 | 4 | -2 | 4 | 2
O=C(Nc1cccc(Cl)c1)N(CCCN1CCOCC1)Cc1ccccc1F | 6 | 1 | 2 | 3 | 0 | 6 | 6 | 16 | -1

Only C1s block, CatS block and Cathepsin G inh (2 entries from above):
SMILES,C1s block,CatS block,Cathepsin G inh
CCOC(=O)N1CCN(C(=O)CSc2nnc(-c3cccs3)o2)CC1,1,6,2
CN(C)C=Nc1nonc1N,4,17,7

Next section:
SMILES | FXIa inh mix | Abs 340nm | CatL inh | FXIIa mix inh | CatS block | Cathepsin G inh | CatB mixtures | C1s block | CatB inh
COC(=O)C1=C(C)N(C)C(C)=C(C(=O)OC)C1c1ccccn1 | 7 | 1.1 | -1 | 17 | -6 | 9 | 3 | 14 | 2
CN=C(Nc1cc(C)nn1-c1ccccc1)c1ccc(F)cc1 | 6 | 0.99 | -2 | 1 | 1 | -1 | -4 | -2 | -1
Cc1ccc(-c2cn3c(n2)CCCC3)cc1 | -14 | 1 | 13 | -19 | -22 | -5 | -9 | -100 | -1
CCOC(=O)CC1C(=O)NCCN1C(=O)c1cc2c(=O)n3ccccc3nc2s1 (stereo not given) | -9 | 1.2 | -169 | 0 | -3 | -14 | -7 | -142 | -12
O=S(=O)(c1ccccc1)c1ccc(NCc2ccco2)cc1 | -6 | 1 | nt | 6 | 9 | 10 | -2 | -6 | 4
CC(=O)NCCn1ccc2ccccc21 | 1 | 0.98 | 4 | 13 | 20 | 3 | 0 | -12 | 0
CCOc1ccc2nc(S(N)(=O)=O)sc2c1 | -2 | 0.99 | 11 | 1 | 8 | 12 | -6 | 1 | -1
CCOc1ccc(C2C(C#N)=C(N)Oc3n[nH]c(C)c32)cc1OC(=O)C1CC1 (stereo not given) | 8 | 1 | -7 | 6 | 15 | 0 | 0 | -4 | 4
Cc1cc(C2C(=O)C(C(=O)c3ccc(Cl)cc3)C(=O)CC2(C)C)on1 (stereo not given) | -5 | 1 | 14 | 1 | 4 | 2 | -3 | -29 | 1
COc1ccccc1Oc1ccc(S(=O)(=O)Nc2cccnc2)cc1 | 3 | 1 | 5 | 3 | 0 | -13 | 13 | -17 | 3
COc1ccc([C@@H]2Sc3ccccc3N(CCN(C)C)C(=O)[C@@H]2OC(C)=O)cc1 | 7 | 0.98 | 12 | -24 | 8 | 14 | 1 | 13 | 5
c1ccc(-n2ncc3c(N4CCN(c5ccccn5)CC4)nc(N4CCCCCC4)nc32)cc1 | 5 | 1.1 | 20 | 2 | 10 | 11 | 4 | 16 | 5
O=C(NC1CCCCC1)C1CCN(S(=O)(=O)N2CCCCCC2)CC1 | 8 | 1 | 9 | -1 | 17 | 2 | 0 | -5 | 3
Cc1ccc(CS(=O)(=O)CCC(=O)NCC2CCCO2)cc1 (stereo not given) | -11 | 0.99 | 3 | 8 | -5 | 1 | -13 | -56 | 0
COc1cc2cc(CN(Cc3cccnc3)C(=O)NCc3ccccc3)c(=O)[nH]c2cc1OC | 2 | 1.2 | -43 | 0 | -1 | 12 | 4 | 10 | 4
O=C(NCc1cn2ccccc2n1)c1ccccc1 | 5 | 0.99 | 10 | -2 | -8 | 15 | 2 | 12 | 1
COc1ccc(N(CC(=O)Nc2cc(Cl)ccc2OC)S(=O)(=O)c2c(C)noc2C)cc1 | 7 | 0.99 | 8 | 8 | 6 | 10 | 4 | 10 | 4
COC(=O)CN(n1cnnc1)S(=O)(=O)c1ccccc1 | 2 | 1 | 17 | 5 | 9 | 13 | 7 | -8 | 8
Cc1cc(C)c(C#N)c(SC2CCCCC2=O)n1 (stereo not given) | 12 | 1.1 | 9 | 0 | 9 | -1 | 6 | -29 | -1
O=C(OCC(O)C(O)COC(=O)c1ccccc1)c1ccccc1 (stereo not given) | 0 | 1 | 7 | 1 | -6 | 7 | 4 | 11 | 0
O=C(Nc1ccccc1NC(=O)c1c(F)c(F)c(F)c(F)c1F)c1c(F)c(F)c(F)c(F)c1F | -4 | 1.1 | 2 | 8 | -18 | 4 | 0 | -9 | 2
Cc1coc(NC(=O)CSc2nc(-c3ccncc3)cc(C(F)(F)F)c2C#N)n1 | 3 | 1 | 0 | 3 | 2 | 13 | 4 | 6 | -4
CC1CN(C(c2ccco2)c2sc3ncnn3c2O)CC(C)O1 (stereo not given) | -11 | 1.1 | 18 | -18 | 0 | -3 | -11 | -56 | 3
COC(=O)COc1ccc(S(=O)(=O)N2CCN(c3ccccc3F)CC2)cc1 | 4 | 0.99 | 13 | 2 | -5 | 11 | 4 | 12 | 5
N#Cc1nc(Cc2ccccc2)oc1N1CCC(C(N)=O)CC1 | -2 | 1 | 2 | 2 | 12 | 10 | 0 | 5 | 1

Next compounds.
SMILES | FXIa inh mix | Abs 340nm | CatL inh | FXIIa mix inh | CatS block | Cathepsin G inh | CatB mixtures | C1s block | CatB inh
CC(=O)c1cccc(NC(=O)Nc2c(C)nn(C)c2C)c1 | -1 | 1 | 15 | 2 | -4 | 13 | -3 | 6 | -1
CC1CCCN(S(=O)(=O)c2cc(Cl)ccc2Cl)C1 (stereo not given) | 0 | 1 | -16 | -1 | 4 | -13 | 0 | -12 | 1
Cc1cc(C)cc(OCC(=O)Nc2nonc2NC(=O)COc2cc(C)cc(C)c2)c1 | 5 | 1.1 | -8 | 0 | -15 | 8 | 3 | -3 | 1
CN(CC(=O)NCc1cccc(F)c1)C(=O)c1ccco1 | 4 | 1 | 24 | 5 | 13 | -6 | 0 | -22 | 3
COc1ccc(N2CCN(CC(O)c3c[nH]c4ccc(OC)cc34)CC2C)cc1 (stereo not given) | 17 | 1 | 1 | 4 | -9 | 7 | 2 | 11 | -3
O=C1CC(c2ccco2)Cc2nc(N3CCc4ccccc4C3)ncc21 (stereo not given) | 12 | 1.1 | 14 | 6 | -6 | 9 | 4 | 6 | 21*
CCC(CC)c1nnc(NS(=O)(=O)Cc2ccccc2)s1 | 11 | 1 | nt | 9 | 12 | 10 | -6 | 2 | 4
O=C(Nc1ccccc1)N1CCCC(c2nc(-c3cccs3)no2)C1 (stereo not given) | 2 | 0.99 | -12 | -20 | -5 | -2 | 3 | 2 | -4
Cc1ccc2oc3c(c(=O)c2c1)C(c1cccc(Cl)c1)N(CCCN1CCOCC1)C3=O (stereo not given) | -4 | 1.1 | nt | -16 | 3 | 8 | 2 | 3 | 2
O=C(CSc1nnc(Nc2ccccc2)s1)NCc1ccco1 | 3 | 1 | nt | -16 | -5 | 12 | 5 | 15 | 3
CCn1c(SCC(N)=O)nnc1-c1cc2c(C)nn(-c3ccccc3)c2s1 | 4 | 1 | -1 | 2 | -7 | -4 | 2 | 1 | 4
CCc1c(C)sc(NC(=O)c2cnn3cccnc23)c1C#N | 6 | 1.1 | 8 | 1 | 1 | -2 | -1 | -13 | 4
COc1cccc2sc(N(C)c3ccccc3)nc12 | 3 | 0.95 | 12 | 1 | 4 | -13 | 1 | -34 | 4
COc1ccc(OC)c(NC2c3ccccc3C(=O)N2c2cccnc2)c1 (stereo not given) | 6 | 1 | 3 | 6 | 3 | 9 | 6 | 10 | 5
CCN(CC)CCCN1C(=O)C(O)=C(C(=O)c2cc3ccccc3o2)C1c1ccccn1 (stereo not given) | 16 | 1.1 | 4 | 3 | 14 | 13 | 6 | 5 | 2
COc1ccc(S(=O)(=O)Cc2ccc(C(=O)N3CCOCC3)o2)cc1 | 3 | 1 | -6 | 6 | -8 | -1 | 2 | -26 | 2
COc1cccc(C(=O)OC2CCCN(C)C2)c1 (stereo not given) | 4 | 1 | 5 | 5 | -8 | 7 | 2 | -59 | 3
COc1ccccc1S(=O)(=O)Cc1ccc(C(=O)N2CCN(c3ccc(C)cc3)C(C)C2)o1 (stereo not given) | -2 | 1 | 26 | -21 | 6 | 7 | -6 | -4 | 0

The list is partial (hit frequency here may not be typical).
